Screening data: PubChem, several laboratories
5HT1a ag: 5-HT1a (human) receptor agonism; P08908; CHO 5-HT1a Ga15 NFAT-bla reporter, FRET ratio; 0% basal, 100% maximal reference agonist; activation, % at 10 µM; actives 0.56% (n = 65,000);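 active = activation above the screen-wide mean activation plus 3 SD, cut at about 19% in these data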;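 note: 0% = DMSO wells and 100% = 5-CT at EC100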
HEK293 NFkB inh: inhibitors of the PMA/ionomycin-induced NF-kB reporter in HEK293 cells; HEK-293 NF-kB luciferase reporter, luminescence; actives 0.21% (n = 62,000); inhibition, % at 3 µM; AID 465;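 active = inhibition above the mean of all tested compounds plus 3 SD, cut at about 40% in these data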;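 note: 0% = stimulated DMSO wells and 100% = 10 µM reference inhibitor 5653914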
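Signal: luciferase luminescence; Material: HEK-293 cells with stable firefly luciferase reporter driven by four HIV NF-kB elements; Probe or stimulus: PMA with ionomycin; Replication: tested once; Times: 1 h compound pretreatment, then 16 h stimulation at 37 °C, 5% CO2; Benchmarks: DMSO and 10 µM reference inhibitor; Evaluation: per-plate % inhibition versus controls.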
S1P3 agonist: activates the human S1P3 receptor. activation, % at 4.5 µM. Q99500. actives 0.1% (n = 60,000). AID 373. S1P3 NFAT-BLA reporter cells, agonism, FRET ratio; relative to 1 µM S1P, basal subtracted;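 active = activation above the screen-wide mean plus 3 SD, cut at about 4.5% in these data, passing the limit was not always enough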; note: some compounds called inactive have numbers as strong as hits
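Assay system: CHO cells stably expressing human S1P3, Gα16 and NFAT-β-lactamase reporter. Timing: overnight plating, 4 h compound 37 °C, 2 h substrate RT. Signal: β-lactamase FRET emission ratio 460/535 nm. Measure: percent activation versus median 1 µM S1P response, basal-subtracted, per plate. Repeats: primary screen single test, confirmation screen in triplicate.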
Jurkat viability: cytotoxic compounds reducing Jurkat cell viability; Jurkat E6.1 viability, ATP luminescence, 48 h; inhibition, % at 4 µM; actives 1.2% (n = 56,000);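 active = inhibition above the mean inhibition of all tested compounds plus 3 SD, cut at about 28% in these data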
5HT1E ag: 5-HT1E (human) receptor agonism. CHO 5-HT1E Ga15 NFAT-bla reporter, FRET; 0% DMSO wells, 100% control agonist wells. activation, % at 6 µM. actives 0.69% (n = 65,000);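 active = activation above a set limit, the screen-wide mean activation plus 3 SD, cut at about 8.5% in these data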;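 note: 100% = positive control agonist at 1 µM giving full maximal response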
Target sequence (P28566 whole entry, looked up): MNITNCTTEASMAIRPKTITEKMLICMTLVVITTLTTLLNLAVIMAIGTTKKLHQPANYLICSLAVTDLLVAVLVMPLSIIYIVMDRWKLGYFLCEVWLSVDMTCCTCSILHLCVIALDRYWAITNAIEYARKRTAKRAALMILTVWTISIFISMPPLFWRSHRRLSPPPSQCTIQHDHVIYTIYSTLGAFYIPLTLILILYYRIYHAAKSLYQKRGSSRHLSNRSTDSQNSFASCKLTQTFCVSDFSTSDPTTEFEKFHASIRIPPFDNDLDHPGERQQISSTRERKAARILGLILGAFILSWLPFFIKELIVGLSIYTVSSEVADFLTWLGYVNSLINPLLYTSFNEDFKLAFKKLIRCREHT
5-HT1A blocker: blocks the human serotonin 5-HT1a receptor | CHO 5-HT1a Ga15 NFAT-bla reporter, antagonist mode | P08908 | actives 0.68% (n = 62,000) | inhibition, % at 10 µM | AID 612;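 active = inhibition above the mean of all tested compounds plus 3 SD, cut at about 43% in these data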;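 note: receptor stimulated by 5-CT agonist at 100 nM near EC80; beta-lactamase reporter measured by ratiometric fluorescence of a cleavable substrate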
D1 mod: allosterically modulates the human D1 dopamine receptor; P21728; HEK293 D1, CRE-luciferase, dopamine EC30 potentiation; actives deviate in either direction; B-score at 10 µM; actives 5.9% (n = 58,000); AID 641;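 active = luminescence count or its row- and column-corrected plate score outside the 99.7% band of the plate's sample wells, on either side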
S1P1 ag-PAM: activates or potentiates agonism at human S1P1 receptor. P21453. activation, % at 9.5 µM. actives 0.57% (n = 56,000). S1P1 CRE-bla cells, forskolin, beta-lactamase FRET, potentiator mode; S1P1 agonist co-added at EC20, 2 nM; 100% = saturating reference agonist, 0% = basal. AID 449;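 active = activation above a cutoff set at the mean activation of all tested compounds plus 3 SD, cut at about 54% in these data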;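 note: forskolin at 4 µM as EC80 and the EC20 agonist is SEW2871; 100% = SEW2871 at its EC100 plus forskolin at EC80; some compounds past the cut are filed as inactive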
Target sequence (P21453 whole entry, looked up): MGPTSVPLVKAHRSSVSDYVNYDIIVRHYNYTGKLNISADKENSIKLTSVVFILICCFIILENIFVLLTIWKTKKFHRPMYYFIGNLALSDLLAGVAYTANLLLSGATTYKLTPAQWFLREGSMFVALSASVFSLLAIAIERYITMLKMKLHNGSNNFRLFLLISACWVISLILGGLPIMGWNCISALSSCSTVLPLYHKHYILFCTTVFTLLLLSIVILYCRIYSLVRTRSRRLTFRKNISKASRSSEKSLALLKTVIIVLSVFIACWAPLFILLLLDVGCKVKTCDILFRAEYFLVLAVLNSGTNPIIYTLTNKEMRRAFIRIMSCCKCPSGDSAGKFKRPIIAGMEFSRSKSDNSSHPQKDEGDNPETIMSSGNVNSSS
5HT1E antag: antagonists of human 5-HT1E serotonin receptor | P28566 | CHO 5-HT1E Ga15 NFAT-bla reporter, FRET, antagonist | inhibition, % at 6 µM | actives 0.99% (n = 65,000);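 active = inhibition above a set limit, the mean inhibition across every tested compound plus 3 SD, cut at about 29% in these data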;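 note: signal is the 460 over 535 nm emission ratio of beta-lactamase substrate; 0% = agonist plus DMSO wells and 100% = wells without agonist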
* marks the source's active call; other numbers are inactive results; · = not tested or not shown.

No.	SMILES	5HT1a ag	HEK293 NFkB inh	S1P3 agonist	Jurkat viability	5HT1E ag	5-HT1A blocker	D1 mod	S1P1 ag-PAM	5HT1E antag
1	O=C(COc1ncnc2ccccc12)NCCCN1CCCC1=O	-3.5	30	0.3	-6	-0.2	0	-0.91	-16	10
2	O=C1CC(=O)CC(c2ccco2)C1	-2.8	-4	0.1	-4	0.5	2	0.73	-9	2
3	O=C(Nc1nc2c(s1)CCCC2)c1cccnc1	-3.7	-16	0.5	3	-0.4	-12	-0.84	7	-2
4	O=C(O)CNC1=NCCCCC1	-2.7	9	0.8	-2	0.0	-8	0.34	14	1
5	CC1CN(c2oc(COc3ccc(Cl)cc3Cl)nc2C#N)CC(C)O1 (stereo not drawn)	-0.3	21	-0.3	-4	-0.5	27	-0.2	46	-3
6	COc1ccc(NC(=O)c2cc(C3CC3)on2)c(OC)c1	-1.4	8	-1.6	1	0.1	7	-0.38	19	-3
7	Cc1cc(Nc2cccc(F)c2)n2ncnc2n1	-3.2	9	-0.1	0	0.8	15	0.79	-4	-2
8	COc1ccc2cc(C3(C)NC(=O)NC3=O)ccc2c1 (stereo not drawn)	-3.2	9	-1.1	1	-0.8	6	-0.79	9	-6
9	CC(=O)Nc1ccc(NC(=O)c2cccc(C(=O)OC(C)C)n2)cc1	-3.5	8	-0.1	4	0.1	-6	0.063	-19	-1
10	O=C1CSC(c2cccc(F)c2)N1c1ccccc1F (stereo not drawn)	-2.0	21	0.3	0	0.7	4	0.84	10	5
11	O=C(NCc1ccco1)C(c1ccco1)N(C(=O)Cn1nnc2ccccc21)c1ccc2c(c1)CCC2 (stereo not drawn)	-0.3	10	-0.9	-3	-0.2	27	0.9	32	4
12	Cc1ccc(S(=O)(=O)Nc2ccc(S(=O)(=O)Nc3ncccn3)cc2)cc1	-2.0	10	-0.6	-1	-0.4	10	-0.13	-17	2
13	COc1ccc2c(c1)N(C(=O)CSc1n[nH]c(C)n1)C(C)(C)C=C2C	-1.8	14	-0.9	-7	0.1	3	-0.012	1	5
14	Cc1sc(NC(=O)CSc2nnc(COc3ccccc3)n2C)c(C#N)c1C	-2.0	28	-0.2	8	1.1	-1	6.8*	7	0
15	CCCS(=O)(=O)N1CCCC(C(=O)NCCN2CCCCC2C)C1 (stereo not drawn)	-2.0	7	-0.5	3	-0.3	-7	0.21	11	-3
16	COc1ccc(-c2nc(N3CCOCC3)nc3n[nH]c(N)c23)cc1	-1.2	9	·	·	-0.1	15	5*	·	-6
17	Cc1noc(C)c1CSc1nnc2c(C)cc3ccccc3n12	-3.0	-1	-1.3	0	0.5	3	0.72	-16	6
18	Cn1c(=O)c2c(ncn2CC(=O)Nc2nnc(Cc3ccccc3)s2)n(C)c1=O	0.8	11	-0.7	4	-1.6	10	0.36	14	0
19	Cc1ccc(CNC(=O)CCCOc2cc(=O)n(C)c3ccccc23)o1	-2.2	-5	-0.2	4	1.0	4	0.2	-32	-7
20	CC(C)Sc1nc2c(c(=O)n1-c1ccc(F)cc1)SCC2	-0.7	8	·	·	-0.4	-10	11*	·	6
21	O=S(=O)(Nc1ccccc1Cl)c1ccc(F)cc1	-3.4	6	-0.8	-10	-0.5	4	-0.29	12	-7
22	CCc1cccc(NC(=O)CS(=O)Cc2nc(-c3ccc(C)cc3)oc2C)c1 (stereo not drawn)	-3.2	8	0.2	-5	-0.2	-14	1.5	-1	-16
23	CCn1c(COc2cccc(C)c2)nnc1SCC(=O)Nc1cccc(C(=O)O)c1	-5.6	12	-0.1	-1	1.8	-4	-0.52	-36	9
24	COc1ccc(C2CC(C(F)(F)F)n3nc(C(=O)O)cc3N2)cc1OC (stereo not drawn)	-1.8	-11	0.8	-4	-1.3	-7	-0.2	-4	-8
25	O=C(CN(Cc1ccccc1)C(=O)c1ccco1)NCc1ccc(F)cc1	-0.7	19	0.0	-4	-1.0	12	0	5	4
26	COCCCN(C(C)=O)c1nc(-c2ccc(OC)cc2)cs1	0.5	20	-0.4	57*	0.4	4	0.54	7	12
27	CCOC(=O)c1cc2ccc(OC(=O)c3ccco3)cc2oc1=O	296*	19	28*	0	81*	-308	1.9	-291	-102
28	CCC(CC)C(=O)Nc1cccc(-c2nc3ccccc3o2)c1	-1.3	19	-0.8	2	-0.5	7	-0.053	4	-3
29	CCOC(=O)C1=C(N)OC2=C(C(=O)CC(C)(C)C2)C1c1ccco1 (stereo not drawn)	-4.1	2	0.3	-10	0.7	-9	-0.062	-2	4
30	COC(=O)c1c(C)oc2ccc(OC(=O)N3CCOCC3)cc12	-1.3	13	0.4	-3	-0.6	-18	0.027	-13	-2
31	Cc1ccccc1Cn1ccc(NC(=O)c2cnn3cccnc23)n1	0.1	-2	-1.2	0	-0.2	-2	-0.36	25	1
32	O=C(Cc1ccccc1)Nc1c(C(=O)N2CCOCC2)cnn1-c1ccccc1	-2.4	5	-1.2	0	0.3	4	-0.082	-10	5
33	COc1ccc(C(=O)NC(C(=O)NCc2ccccn2)C(C)C)cc1 (stereo not drawn)	2.4	7	0.0	-2	0.6	-6	0.17	-12	-1
34	CCCOc1ccc2oc(=O)c3c(c2c1)CCCN3C(=O)CN1CCCC(C(=O)OCC)C1 (stereo not drawn)	-3.7	19	-0.2	10	0.2	5	1.4	-32	3
35	c1ccc2sc(SCc3ccc(-c4nnco4)cc3)nc2c1	-2.4	-18	-0.1	7	-0.8	12	-0.45	20	7
36	COc1ccccc1NC(=O)CN1CCN(CC(=O)Nc2cc(NC(C)=O)ccc2OC)CC1	0.2	-6	0.3	-8	0.3	-16	-0.23	-21	-11
37	CN(C)c1ccc(NC(=O)CSCc2nc3c(nnn3Cc3ccc(F)cc3)c(=O)[nH]2)cc1	-0.1	11	-0.5	0	-0.8	3	-0.15	8	1
38	CCOCc1cc(C2NC(=O)NC(C)=C2C(=O)OCC)ccc1OC (stereo not drawn)	-2.2	10	-1.3	4	4.2	0	-0.064	-22	-3
39	O=C(NCC1CCCO1)c1coc2nc3ccccc3nc12 (stereo not drawn)	-1.7	1	-0.2	11	0.3	-24	0.59	-29	-7
40	CCN(CC)S(=O)(=O)c1ccc(C(=O)OCC(=O)N2CCN(C(=O)c3ccco3)CC2)cc1	-3.2	10	·	·	-0.3	10	-1	·	-7
41	CC1(C)CC(=O)C(/C=N/c2ncccc2C(=O)O)=C(O)C1	0.2	14	·	·	0.2	-8	-0.14	·	-4
42	CS(=O)(=O)N1CCCC(C(=O)NCCc2ccccc2)C1 (stereo not drawn)	-0.2	2	0.2	-2	1.6	-9	-0.77	-16	-15
43	O=C(CN(c1ccccc1)S(=O)(=O)c1ccc(F)cc1)N1CCCCCC1	-0.4	11	-0.5	-5	0.2	-1	-0.13	-5	-8
44	CN(c1ccccc1)S(=O)(=O)c1cc(C(=O)c2nccn2C)ccc1Cl	-2.6	2	-0.7	2	-0.3	1	-0.36	5	0
45	CCc1c(O)nc(SCC(=O)Nc2ccccc2C)[nH]c1=O	-3.8	12	-0.6	-2	-0.5	-4	·	5	-11
46	COCCCn1c(=NC(=O)c2ccc3c(c2)OCO3)c(C#N)cc2c(=O)n3cccc(C)c3nc21	2.5	6	0.1	-6	0.7	-14	1.8	21	-2
47	O=C(CN1C(=O)c2ccccc2C1=O)Nc1ccccc1F	-0.7	12	·	·	-0.9	-7	·	·	7
48	COc1ccc(-c2ccc(CCC(=O)O)n2NC(=O)c2cccs2)cc1	0.2	-3	-0.4	8	-0.3	7	0.089	5	-1
49	COc1ccc(-n2c(=O)c3c4c(sc3n3c(C)nnc23)COC(C(C)C)C4)cc1 (stereo not drawn)	-2.0	14	-0.5	9	2.0	-14	-0.27	-33	-7
50	COc1ccc(CN(CC(=O)NC2CCCC2)C(=O)c2onc(C(N)=O)c2N)cc1	0.6	7	1.2	-5	-0.6	-10	0.0094	-11	2
51	CCN1CCN(c2ncc(C(=O)Nc3cc(Cl)ccc3OC)c3ccccc23)CC1	0.0	23	-0.7	11	40*	-10	-0.92	22	20
52	Cn1nc(-c2ccc(C(=O)N3CCN(c4ccccc4)CC3)cc2)c2ccccc2c1=O	-0.8	17	-0.9	-6	-0.3	-3	-0.92	-1	8
53	Cc1cc2c(cc1C)N(CC(=O)N1CCCC1)C(=O)CC(c1ccccc1)=N2	-0.6	-3	·	·	-0.3	1	0.057	·	2
54	Cc1nnc(N2C(=O)C(O)=C(C(=O)c3ccco3)C2c2ccc(F)cc2)s1 (stereo not drawn)	-0.8	8	1.0	-1	-0.5	-6	-0.011	-11	-4
55	CCCc1ccc(C(C)NC(=O)c2cnccn2)cc1 (stereo not drawn)	-1.5	3	-1.2	16	-0.1	8	-0.098	13	-2
56	O=C(Nc1nncs1)c1ccccc1Br	-3.3	5	-0.7	-10	0.4	-3	-0.68	-12	5
57	Cc1ccc(NS(=O)(=O)c2ccc3c(c2)c(=O)n(C)c(=O)n3C)cc1F	-0.9	1	·	·	-1.5	21	1.8	·	5
58	Oc1ccc(C(c2nnnn2C2CCCC2)N2CCc3ccccc3C2)cc1 (stereo not drawn)	0.0	14	-0.5	-6	-0.3	1	-0.083	11	-12
59	O=C(C1CCN(CC2CCCCC2)CC1)N1CCCC1	-0.1	14	-1.5	-10	1.2	-4	0.045	1	-3
60	O=C(O)CCc1nn2c3ccccc3nc2n(-c2ccccc2)c1=O	-0.8	15	0.6	-7	-0.8	2	-1.4	-5	2

Three of the compounds above, with values under each structure:
Values run as follows: 5HT1a ag, HEK293 NFkB inh, S1P3 agonist, Jurkat viability, 5HT1E ag, 5-HT1A blocker, D1 mod, S1P1 ag-PAM, 5HT1E antag
48) COc1ccc(-c2ccc(CCC(=O)O)n2NC(=O)c2cccs2)cc1
    0.2, -3, -0.4, 8, -0.3, 7, 0.089, 5, -1
53) Cc1cc2c(cc1C)N(CC(=O)N1CCCC1)C(=O)CC(c1ccccc1)=N2
    -0.6, -3, ·, ·, -0.3, 1, 0.057, ·, 2
36) COc1ccccc1NC(=O)CN1CCN(CC(=O)Nc2cc(NC(C)=O)ccc2OC)CC1
    0.2, -6, 0.3, -8, 0.3, -16, -0.23, -21, -11

(listing goes on)
No.	SMILES	5HT1a ag	HEK293 NFkB inh	S1P3 agonist	Jurkat viability	5HT1E ag	5-HT1A blocker	D1 mod	S1P1 ag-PAM	5HT1E antag
61	COc1cc2[nH]c(=S)n(NC(=O)CC(C)C)c(=O)c2cc1OC	1.0	10	0.7	-9	0.9	-13	0.92	·	0
62	Cc1csc(NC(=O)CSc2nnc(C)s2)n1	-0.2	14	-0.4	-5	0.7	3	-0.28	·	-2
63	COc1ccc(-c2noc(CSc3nnc(Cc4ccccc4)n3-c3cccc(C)c3)n2)cc1OC	-1.2	23	-0.7	2	-0.1	16	1.5	-27	5
64	CC1=C(C(=O)Nc2ccccn2)C(c2ccc(F)cc2)n2ncnc2N1 (stereo not drawn)	-0.2	4	1.2	-8	1.2	-10	-0.012	-2	0
65	Cc1ccc(N2C(=O)[C@@H]3Cc4ccccc4CN3C2=O)cc1	-0.8	13	-0.6	-1	-0.4	-23	0.56	-1	-12
